procasp7 counter: activates human procaspase-7, counter-screen for procaspase-3 activators; P55210; recombinant procaspase-7, Ac-DEVD-pNA absorbance 405 nm; D23A/D198A/D206A triple mutant, cannot self-cleave; scale: DMSO 0, 5 µM enzyme 100; activation, % at 8.5 µM; 330,000 compounds, 0.093% hits;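 active means percent activation above the screen-wide mean plus 3 SD, cut at about 25% in these data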
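Detection: p-Nitroaniline absorbance at 405 nm, read at 0 and 120 min; system: Uncleavable procaspase-7 mutant enzyme; evaluation: % activation from two-timepoint absorbance difference, scaled to controls; times: 1 h enzyme–compound preincubation and 2 h substrate reaction, both 25 °C; buffer or medium: Zinc-free HEPES pH 7.4 with 300 mM NaCl, 0.01% Triton X-100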
JMJD2C inh: inhibitors of human GASC-1 (JMJD2C) demethylase. Q9H3R0. GST-JMJD2C(1-420) H3K9me3 demethylation, DELFIA europium. inhibition, % at 2.35 µM. 330,000 compounds, 0.069% hits. AID 2099;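 active means more than half of a compound's replicate wells show inhibition beyond 50%, single wells judged on their own value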;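 further: signal counts dimethyl H3K9 product captured on neutravidin plate; 0% = median of DMSO wells and 100% = 0.3 times that DMSO median; strong numbers were not always called active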
proCasp3 act: procaspase-3 (human) activation; P42574; recombinant procaspase-3 D3A, Ac-DEVD-pNA absorbance 405 nm; activation, % at 8.5 µM; 330,000 compounds, 0.11% hits; AID 463141;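 active means activation above the mean of all tested compounds plus 3 SD, cut at about 21% in these data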;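 further: 0% = DMSO alone and 100% = DMSO wells spiked with extra 5 µM PC-3 D3A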
Target sequence (P42574 whole entry D9A/D28A/D175A): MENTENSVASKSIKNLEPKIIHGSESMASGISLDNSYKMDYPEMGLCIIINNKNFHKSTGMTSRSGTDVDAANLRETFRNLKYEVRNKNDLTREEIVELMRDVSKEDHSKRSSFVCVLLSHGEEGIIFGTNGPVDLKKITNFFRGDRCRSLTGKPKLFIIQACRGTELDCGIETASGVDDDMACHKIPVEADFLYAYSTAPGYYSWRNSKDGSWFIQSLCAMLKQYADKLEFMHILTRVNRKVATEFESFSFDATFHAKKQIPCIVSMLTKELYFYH
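Compound: 8.5 µM single point, 0.8% DMSO / Material: Autoprocessing-dead procaspase-3 D3A mutant enzyme / Timing: 1 h preincubation plus 2 h reaction at 25 °C / Medium: Zinc-free HEPES/NaCl buffer with 0.01% Triton X-100 at pH 7.4 / Technique: 405 nm absorbance of p-nitroaniline, reads at 0 and 120 min / Repeats: one well per compound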
Efflux pump mplx: blocks antifungal efflux pumps in multiplex yeast assay; S. cerevisiae Candida pump triplex, Nile Red efflux; inhibition, % at 10 µM; 330,000 compounds, 0.44% hits;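 active means plate passing quality check with inhibition over a set limit, or well fluorescence over plate mean plus 4 SD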;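 further: Nile Red retained in pooled yeast measured as flow cytometry median fluorescence; 0% = buffer negative control and 100% = Enniatin B positive control; higher means more Nile Red kept so more efflux inhibition; some compounds called inactive have numbers as strong as hits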
Starred values were filed as active, the others as inactive; x = not tested or not shown. A portion of the library; the hit share may differ from the screen's.

The opening 2 compounds, to show the layout:
SMILES	procasp7 counter	JMJD2C inh	proCasp3 act	Efflux pump mplx
CCOC(=O)C1(CCOc2ccccc2)CCN(Cc2ccc(O)c(Cl)c2)CC1	x	2	x	-0.1
C=C1c2cccc(O)c2C(=O)C2C(=O)[C@]3(O)C(=O)C(C(N)=O)C(=O)[C@@H](N(C)C)[C@@H]3[C@@H](O)[C@H]12 (some centres not stated)	-35	x	5	-0.1

The whole of this part (from the top)
SMILES	procasp7 counter	JMJD2C inh	proCasp3 act	Efflux pump mplx
CCOC(=O)C1(CCOc2ccccc2)CCN(Cc2ccc(O)c(Cl)c2)CC1	x	2	x	-0.1
C=C1c2cccc(O)c2C(=O)C2C(=O)[C@]3(O)C(=O)C(C(N)=O)C(=O)[C@@H](N(C)C)[C@@H]3[C@@H](O)[C@H]12 (some centres not stated)	-35	x	5	-0.1
C[C@H]1c2cccc(O)c2C(=O)C2C(=O)C3(O)C(=O)C(C(N)=O)C(=O)[C@@H](N(C)C)[C@@H]3[C@@H](O)[C@@H]21 (some centres not stated)	-3	x	7	-0.2

Two compounds picked at random from the list so far, as already listed:
SMILES	procasp7 counter	JMJD2C inh	proCasp3 act	Efflux pump mplx
C=C1c2cccc(O)c2C(=O)C2C(=O)[C@]3(O)C(=O)C(C(N)=O)C(=O)[C@@H](N(C)C)[C@@H]3[C@@H](O)[C@H]12 (some centres not stated)	-35	x	5	-0.1
C[C@H]1c2cccc(O)c2C(=O)C2C(=O)C3(O)C(=O)C(C(N)=O)C(=O)[C@@H](N(C)C)[C@@H]3[C@@H](O)[C@@H]21 (some centres not stated)	-3	x	7	-0.2

Bioassay records (PubChem BioAssay)
